Compound activity: PubChem, several laboratories
PMK inhibit = inhibitors of Streptococcus pneumoniae phosphomevalonate kinase | inhibition, % at 10 µM | purified PMK, PK/LDH-coupled NADH absorbance 340 nm | 65,000 compounds, 0.49% hits;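 active means top-ranked compounds by inhibition in the single 10 µM screen, taking a fixed number of the strongest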;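 further: 0% = full reaction with DMSO carrier and 100% = background rate without enzyme reaction; no value below 0 was filed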
HT1080 viability = HT1080 cell viability loss – fluorescence readout (AID 620) | HT1080 viability, fluorescence; higher % means a stronger effect | one-dose cytotoxicity, % at 10 µM; EC50 in µM for titrated hits | 87,000 compounds, 0.42% hits;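 further: cells exposed to compound overnight then 4 h with Alamar Blue; 0% = vehicle DMSO and 100% = killing control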
Spn DPM-DC inh = inhibitors of Streptococcus pneumoniae diphosphomevalonate decarboxylase. calls only at 10 µM. 65,000 compounds, 0.49% hits. purified DPM-DC, PK/LDH coupled NADH fluorescence. AID 556;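 active means the 320 compounds with the highest percent inhibition in the single-dose primary screen, excluding strongly autofluorescent ones, cut at about 32% in these data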;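 further: kinetic rate of NADH fluorescence loss reporting ADP formed by the decarboxylase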
LYP phosphatase = LYP phosphatase inhibitors, primary screen, biochemical, DiFMUP fluorescence, recombinant catalytic domain, 10 µM (AID 606); recombinant LYP catalytic domain, DiFMUP fluorescence; higher % means a stronger effect; 52,000 tested, under 10 active; inhibition, % at 10 µM, or IC50 in µM where a hit was titrated;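 active means IC50 under 40 µM in the dose-response test; inactive means IC50 of 40 µM or more, or never dose-tested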
TNAP inhibition = human TNAP enzyme inhibitors, biochemical, luminescent (AID 518); one-dose inhibition, % at 20 µM; IC50 in µM for titrated hits; 64,000 compounds, 0.09% hits; purified TNAP enzyme, luminescent substrate readout; higher % means a stronger effect; in the data active means a potency from the dose series; inactive means the rest, 99 in 100 with inhibition below about 22%;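 further: plate controls were vehicle for no effect and reference inhibitor for full effect; many of its hits are not listed in these tables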
HPDE-C7 viability = cytotoxicity in HPDE-C7 cells, cell-based, fluorescence, HTS (AID 430); HPDE-C7 pancreatic duct cells viability, fluorescence; higher % means a stronger effect; cytotoxicity, % at 10 µM, or EC50 in µM where a hit was titrated; 63,000 compounds, 1.8% hits;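 further: cells exposed to compound for 48 hours before viability readout; 0% = vehicle and 100% = reference cytotoxic drug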
Spn MK inh = blocks S. pneumoniae mevalonate kinase. purified MK, PK/LDH-coupled NADH absorbance 340 nm. 65,000 compounds, 0.48% hits. inhibition, % at 10 µM;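 active means ranked among the strongest by inhibition in the single 10 µM screen, a fixed top-ranked set picked for dose follow-up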; further: no value below 0 was filed
HPDE-C7K KRASV12 = viability loss of HPDE-C7K cells – cell-based, fluorescence, HTS, primary screen (AID 431); 63,000 compounds, 1.7% hits; cytotoxicity, % at 10 µM, or EC50 in µM where a hit was titrated; HPDE-C7K KRASV12 cells, Alamar Blue viability, 48 h; higher % means a stronger effect;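 active means compounds whose percent cytotoxicity in the single-dose primary screen, scaled between solvent and toxic-drug controls, exceeds 50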;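 further: 0% = DMSO solvent wells and 100% = doxorubicin-treated wells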
Bfl-1 displacement = displacement of Bid BH3 peptide from Bfl-1 – biochemical, fluorescence polarization, FITC-Bid, mouse, primary screen (AID 432); FITC-Bid BH3 peptide fluorescence polarization displacement; higher % means a stronger effect; displacement, % at 20 µM, or IC50 in µM where a hit was titrated; 64,000 compounds, 0.02% hits; in the data active means a potency from the dose series; inactive means the rest, 99 in 100 with displacement below about 15%; further: strong numbers were not always called active
PMK inhibit pilot replicates = also measured in PMK inhibit; calls as there; inhibition, %; measured here: pilot screen replicates
Spn MK inh pilot replicates = second read-out of Spn MK inh, no call of its own (marks repeat the call); inhibition, %; measured here: pilot screen replicates
Spn DPM-DC inh pilot screen % = recorded beside Spn DPM-DC inh, whose call it bears; inhibition, %; measured here: pilot screen trials
* = called active by the depositor; i = inactive; · = no result given; + = active, no number. Unless noted, no stated cut-off is given here; in the data, active means cytotoxicity above about 50%; inactive means the rest.

SMILES	PMK inhibit	HT1080 viability	Spn DPM-DC inh	LYP phosphatase	TNAP inhibition	HPDE-C7 viability	Spn MK inh	HPDE-C7K KRASV12	Bfl-1 displacement	others
COC(=O)Cc1c(C)c2c(OCc3nn[nH]n3)cc(C)cc2oc1=O	0	-18%	·	·	13%	·	0	·	-1%
O=C1NC(c2ccccc2Cl)Nc2ccccc21 (stereo not drawn)	9	·	·	2%	11%	29%	1	34%	6%
N#CC(c1nc2ccccc2nc1N1CCCC1)S(=O)(=O)c1cccs1 (stereo not drawn)	9	-17%	i	15%	17%	1%	9	6%	14%
CCOC(=O)c1cc(-c2ccc(N)cc2)sc1N	12	4%	i	2%	11%	34%	8	20%	-4%	PMK inhibit pilot replicates=0.0;Spn MK inh pilot replicates=0.0;Spn DPM-DC inh pilot screen %=1.0
CCC(=O)Nc1nc2c(OC)ccc(OC)c2s1	5	5%	i	8%	7%	2%	3	-3%	-2%
CC1=NCCN1S(=O)(=O)c1ccc(Br)c(C)c1	7	9%	i	0%	2%	2%	6	2%	-6%
CC(NS(C)(=O)=O)C(c1cccs1)N1CCN(c2ccccc2)CC1 (stereo not drawn)	8	3%	i	0%	·	·	0	·	·
Cc1cc(C)nc(Sc2c(F)c(F)c(C(F)(F)F)c(F)c2F)n1	2	-5%	i	·	8%	-16%	4	-4%	-9%
C=C(C)Cn1c(N2CCC(Cc3ccccc3)CC2)nc2c1c(=O)[nH]c(=O)n2C	0	4%	i	-3%	·	·	5	·	·
COc1ccc(N2CC(C(=O)Nc3ccc4c(c3)OCO4)CC2=O)cc1 (stereo not drawn)	6	1%	i	7%	-7%	-14%	0	-31%	-11%
C=CCN=C1SCC(=O)N1S(=O)(=O)c1ccccc1	16	-3%	i	-1%	2%	-28%	3	-29%	2%
Oc1ccc(Cl)cc1CNCC1CCCO1 (stereo not drawn)	9	6%	i	-1%	6%	12%	0	17%	-4%
Cc1ccc(-n2c(CNc3ccc(F)cc3)nnc2SCC(=O)N2CCCC2)cc1	15	-15%	i	·	5%	-2%	0	11%	-4%
CCOC(=O)C1=C(C)N(c2nonc2NC(C)=O)C(N)=C(C#N)C1c1ccccc1F (stereo not drawn)	8	-7%	i	·	7%	4%	0	4%	-9%
CCCOc1ccc(N2CC(C(=O)Nc3ccccn3)CC2=O)cc1 (stereo not drawn)	13	-10%	i	-4%	6%	0%	2	-2%	-8%
CCOC(=O)C1CN(S(=O)(=O)c2ccc(C)cc2)CCN1S(=O)(=O)c1ccc(C)cc1 (stereo not drawn)	8	-2%	i	8%	10%	-9%	8	-10%	-4%	PMK inhibit pilot replicates=2.0;Spn MK inh pilot replicates=0.0;Spn DPM-DC inh pilot screen %=0.0
CCN(CC(=O)NCc1cccs1)C(=O)c1cc(S(=O)(=O)N2CCOCC2)ccc1C	4	-3%	i	5%	8%	5%	5	-3%	-2%	PMK inhibit pilot replicates=1.0;Spn MK inh pilot replicates=3.0;Spn DPM-DC inh pilot screen %=0.0
CCOC(=O)C1CCCN(C(=O)c2cn(CC)c3ccc(S(=O)(=O)N(C)C)cc3c2=O)C1 (stereo not drawn)	15	-6%	i	-17%	9%	3%	0	-1%	2%
N#Cc1cc2c(nc1SCc1cccnc1)CCC2	0	-5%	i	·	7%	10%	10	10%	-5%
CC(=O)NCCSCCNC(C)=O	0	3%	i	16%	9%	-9%	4	-12%	-3%
NC(=O)C1CC=CCC1C(=O)OCC(Cl)=C(Cl)Cl (stereo not drawn)	0	-4%	i	·	7%	4%	0	-4%	4%
NC(=O)c1cnn(Cc2ccc(Cl)cc2)c1N	3	0%	i	-1%	-1%	5%	6	2%	0%
Cc1cnc(NC(=O)CSc2nnc(-c3ccc(Cl)cc3Cl)n2N)s1	10	-5%	i	8%	12%	0%	13	-12%	4%
Cn1c(SCC(=O)c2ccccc2)nc2cccnc21	1	0%	i	5%	8%	3%	4	-4%	-9%
O=C1C2ON(c3ccccc3)C(c3ccccn3)C2C(=O)N1c1ccc(Br)cc1 (stereo not drawn)	5	0%	i	-7%	14%	-9%	1	-10%	-2%
CCC(=O)N(Cc1cccs1)C1CCOC(C)(C)C1 (stereo not drawn)	10	-6%	i	0%	7%	-3%	0	0%	-4%
CNC(=O)c1cc2ccccc2o1	0	-2%	i	·	5%	-2%	0	-11%	-5%
COC(=O)c1ccc(CN2C(=O)NC3(CCCCC3C)C2=O)o1 (stereo not drawn)	0	0%	i	·	14%	-1%	12	3%	-8%
COc1ccc(-n2c(SCC(=O)Nc3ccc4c(c3)OCO4)nnc2C(C)N2CCCCC2)cc1 (stereo not drawn)	13	15%	i	3%	1%	-12%	8	-2%	6%
CSc1oc(-c2ccc(F)cc2)nc1S(=O)(=O)c1ccc(F)cc1	15	5%	i	7%	3%	-12%	2	-17%	-12%
O=C(NCCC1=CCCCC1)c1cc2c(s1)CS(=O)(=O)C2	12	2%	i	-8%	17%	-19%	0	-12%	1%	PMK inhibit pilot replicates=4.0;Spn MK inh pilot replicates=0.0;Spn DPM-DC inh pilot screen %=3.5
c1ccc(OCc2nn3c(-c4ccco4)nnc3s2)cc1	3	2%	i	7%	5%	2%	0	-5%	-2%
CCOc1cc(C2C(C#N)=C(N)OC3CCCC(=O)C32)ccc1OCCN1CCOCC1 (stereo not drawn)	15	3%	i	6%	5%	-40%	9	-27%	9%
COc1cc(CN2CCC(C(=O)N3CCN(c4ccccc4F)CC3)CC2)cc(OC)c1O	10	-6%	i	1%	7%	-5%	8	2%	7%
CC(C)NC(=O)CSc1nncn1-c1ccccc1	17	-4%	i	14%	0%	-11%	0	-13%	6%
Cc1cccc(NC(=O)Cn2c(=O)n(C)c3ccccc32)c1	1	3%	i	·	15%	-3%	6	7%	3%	PMK inhibit pilot replicates=0.0;Spn MK inh pilot replicates=0.0;Spn DPM-DC inh pilot screen %=0.0
CCc1nnc(NC(=O)CCC(=O)N2CCN(Cc3cc(Cl)ccc3OC)CC2)s1	3	-5%	i	·	10%	-1%	6	4%	-1%
CCCN=Cc1sc2ccc(OCC)cc2c1O	0	3%	i	14%	19%	1%	11	-10%	2%
NC1=NC(=O)CC(C(=O)NCc2ccccc2)S1 (stereo not drawn)	0	-1%	i	-6%	7%	-7%	16	-3%	-6%
O=c1[nH]c2ccc(Cl)cc2c(-c2ccccc2)c1N1CCN(c2ccccn2)CC1	4	6%	i	9%	7%	5.3µM*	2	8.6µM*	2%
O=C(Nc1ccc2nc(-c3ccco3)c(-c3ccco3)nc2c1)N1CCCCCC1	9	-15%	+	18%	20%	29%	16	39%	28%
COc1ccc(-c2nc(CN3CCC(C(=O)N4CCc5ccccc54)CC3)c(C)o2)cc1OC	0	-7%	i	-2%	1%	-9%	7	3%	-1%
CCOC(=O)c1c(C)[nH]c(C(=O)CSc2nnnn2-c2ccccc2)c1C	1	-13%	i	·	3%	-2%	8	-3%	1%
CC(NC(=O)C1CCN(S(=O)(=O)N2CCCCCC2)CC1)c1ccccc1 (stereo not drawn)	11	-1%	i	-6%	9%	-1%	0	1%	2%
c1ccc(Cc2nnc3sc(-c4cccnc4)nn23)cc1	0	-1%	i	-4%	4%	2%	10	5%	0%
CC(=O)Nc1ccc(OCC(O)CN2CCN(c3cccc(Cl)c3)CC2)cc1 (stereo not drawn)	17	7%	i	12%	17%	12%	3	37%	-3%	PMK inhibit pilot replicates=3.0;Spn MK inh pilot replicates=1.5;Spn DPM-DC inh pilot screen %=0.0
CCn1c(COc2ccccc2C)nnc1SCC(=O)O	14	-2%	i	5%	13%	-6%	7	-8%	7%
CCOC(=O)c1cc(C)n(CCc2ccccc2)c1C	1	-10%	i	0%	15%	-8%	0	0%	8%
Cc1ccc(S(=O)(=O)NCc2nc3ccccc3c(=O)n2N)cc1	4	-3%	i	5%	7%	-15%	9	-8%	7%
CC(C)CCOP(=O)(c1ccc(N(C)C)cc1)C(O)c1ccccn1 (stereo not drawn)	12	1%	i	10%	5%	-36%	5	-39%	-7%
Cn1cnnc1SCc1ccc(F)c2ccccc12	0	-1%	i	15%	5%	-9%	5	-7%	-7%
O=S(=O)(c1ccc(S(=O)(=O)N(Cc2ccco2)Cc2ccccc2Cl)cc1)N1CCCC1	21	9%	i	7%	9%	36%	0	36%	-3%	PMK inhibit pilot replicates=0.5;Spn MK inh pilot replicates=0.0;Spn DPM-DC inh pilot screen %=0.5
COc1ccc(S(=O)(=O)N2CCCN(S(=O)(=O)c3ccc(OC)cc3C)CC2)c(C)c1	0	·	i	·	4%	-8%	6	-8%	-4%
